Assay outcomes from PubChem BioAssay.
TNAP inh hi DEA – TNAP (human) inhibition, high acceptor | P05186 | purified TNAP, CDP-star luminescence, 1 M DEA | inhibition, % at 20 µM | 200,000 compounds, 0.03% hits | AID 1135;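 active = over 50% inhibition of tissue-nonspecific alkaline phosphatase at 20 µM in the single-dose screen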;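 note: plate controls were DMSO wells for no effect and EDTA-quenched wells as full inhibition for full effect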
Target sequence (P05186 whole entry, looked up): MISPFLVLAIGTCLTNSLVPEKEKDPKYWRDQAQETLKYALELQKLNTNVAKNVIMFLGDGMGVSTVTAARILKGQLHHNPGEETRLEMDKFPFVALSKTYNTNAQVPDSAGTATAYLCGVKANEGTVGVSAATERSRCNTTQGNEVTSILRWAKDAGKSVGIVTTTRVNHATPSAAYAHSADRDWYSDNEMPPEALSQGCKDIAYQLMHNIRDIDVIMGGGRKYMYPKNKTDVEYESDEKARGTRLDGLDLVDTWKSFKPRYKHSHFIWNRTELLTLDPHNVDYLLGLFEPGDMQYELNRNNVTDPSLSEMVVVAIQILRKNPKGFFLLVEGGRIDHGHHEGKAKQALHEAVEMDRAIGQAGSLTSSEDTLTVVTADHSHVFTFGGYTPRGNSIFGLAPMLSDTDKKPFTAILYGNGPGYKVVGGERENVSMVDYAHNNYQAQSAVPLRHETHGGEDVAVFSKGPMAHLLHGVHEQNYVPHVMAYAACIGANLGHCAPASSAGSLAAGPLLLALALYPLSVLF
TNAP inh noacc – TNAP (human) inhibition, acceptor-free conditions | P05186 | purified TNAP, CDP-star luminescence, 30 min | inhibition, % at 20 µM | 200,000 compounds, 0.26% hits | AID 1012;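 active = tissue-nonspecific alkaline phosphatase inhibition above about 50% at 20 µM in the single-dose screen, limit read from the data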;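 note: 0% = DMSO negative control and 100% = EDTA positive control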
Efa HMGR inh – E. faecalis class II HMG-CoA reductase inhibition; inhibition, % at 10 µM; purified E. faecalis HMGR, NADPH absorbance 340 nm kinetic; 190,000 compounds, 0.41% hits; AID 1066;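 active = inhibition above a set limit, the median over all tested compounds plus 3 SD, cut at about 9.5% in these data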;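 note: enzyme runs in reverse so mevalonate oxidation gives rising NADPH absorbance; 0% = complete reaction with DMSO and 100% = background rate lacking mevalonate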
bIAP act – increases bovine intestinal alkaline phosphatase activity; purified bovine IAP, CDP-star luminescence, 30 min; stronger effect = higher value; fold of DMSO-control signal, blank-subtracted; activation factor at 20 µM; 200,000 compounds, 0.17% hits; AID 1016;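 active = activation factor of 2 or more at 20 µM, a signal rise over negative controls twice the positive control's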
bIAP inhibitor – intestinal alkaline phosphatase (bovine) inhibition; purified bovine IAP, CDP-star luminescence, 30 min; inhibition, % at 20 µM; 190,000 tested, under 10 active; AID 1019;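 active = over 50% inhibition of intestinal alkaline phosphatase at 20 µM in the single-dose screen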
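test system = bovine IAP enzyme | medium = DEA buffer 100 mM, pH 9.8, with MgCl2 1.0 mM, ZnCl2 0.02 mM | detection = luminescence | dosing = single compound dose of 20 µM, 2% DMSO final | incubation = 30 min reaction at room temperature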
TNAP act hiacc – increases human TNAP activity under high phosphate acceptor concentration; P05186; purified TNAP, CDP-star luminescence, 1 M DEA, 30 min; stronger effect = higher value; 0 = EDTA background, 1 = DMSO-only activity; activation factor at 20 µM; 200,000 tested, under 10 active; AID 1136;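 active = activation factor at least 2 at 20 µM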
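Control set: EDTA negative control, DMSO positive control / Assay system: human TNAP / Quantity: TNAP 1/800 final / Evaluation: TNAP activation factor scaled between EDTA and DMSO control wells / Measured by: luminescent substrate turnover signal / Compound dosing: one dose, 20 µM / Times: 30 min enzyme reaction at room temperature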
PPARg SRC3 recr – promotes SRC-3 coactivator recruitment by human PPARgamma | 200,000 compounds, 0.26% hits | P37231 | biochemical PPARgamma/SRC-3 coactivator recruitment assay | AID 731 | activation, % at 8 µM; in the data active = activation above about 23%;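 note: 0% = DMSO and 100% = reference agonist; some compounds past the cut are filed as inactive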
Target sequence (P37231 whole entry, looked up): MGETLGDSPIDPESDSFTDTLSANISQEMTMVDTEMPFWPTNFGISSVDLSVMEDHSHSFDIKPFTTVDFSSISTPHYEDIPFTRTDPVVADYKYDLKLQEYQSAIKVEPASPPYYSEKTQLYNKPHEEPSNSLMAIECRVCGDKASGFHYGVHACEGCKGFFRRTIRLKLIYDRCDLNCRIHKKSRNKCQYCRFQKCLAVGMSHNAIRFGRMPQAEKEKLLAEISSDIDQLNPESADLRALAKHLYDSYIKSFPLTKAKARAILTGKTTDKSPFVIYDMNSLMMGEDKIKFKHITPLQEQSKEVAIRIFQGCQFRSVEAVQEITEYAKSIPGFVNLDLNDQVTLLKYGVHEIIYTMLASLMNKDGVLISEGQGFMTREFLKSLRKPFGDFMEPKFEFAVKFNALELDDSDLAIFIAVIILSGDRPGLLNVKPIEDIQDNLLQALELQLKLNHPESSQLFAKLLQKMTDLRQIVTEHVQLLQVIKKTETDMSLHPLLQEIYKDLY
PPARg SRC-1 ag – PPARgamma-driven SRC-1 recruitment agonism; PPARgamma-SRC-1 coactivator recruitment biochemical assay; activation, % at 8 µM; 200,000 compounds, 0.41% hits; in the data active = activation above about 19%;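 note: 0% = DMSO and 100% = reference agonist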
SRC2 TRFRET art – flags TR-FRET format artefacts in PPARgamma SRC-2 recruitment agonist screen | TR-FRET artefact counter-screen; stronger effect = higher value | TR-FRET ratio at 8 µM | 200,000 compounds, 0.4% hits | AID 1049; in the data active = TR-FRET ratio above about 2000; note: inactives centre near 1500
PPARg SRC-2 ag – PPARgamma-driven SRC-2 recruitment agonism; activation, % at 8 µM; PPARgamma LBD-SRC-2 recruitment, biochemical; AID 1032; 200,000 compounds, 0.34% hits; P37231; in the data active = activation above about 22%;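 note: 0% = vehicle and 100% = reference agonist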
Active calls of the source: *; · = no result given.

SMILES	TNAP inh hi DEA	TNAP inh noacc	Efa HMGR inh	bIAP act	bIAP inhibitor	TNAP act hiacc	PPARg SRC3 recr	PPARg SRC-1 ag	SRC2 TRFRET art	PPARg SRC-2 ag
COc1cccc(C(=O)CSc2nnc(-c3ccco3)n2CC2CCCO2)c1 (stereo not given)	2	-5	-6	1	3	1	-3	-4	1574	7
Cc1ccc(C)c(NS(=O)(=O)c2ccc(OCC(=O)NCC3CCCO3)cc2)c1 (stereo not given)	-4	-9	-2	1	-2	1	3	10	1953	6
CCC(=O)NCCn1c(C)cc2ccccc21	2	-12	0	0.9	5	1	4	0	1738	4
CCOC(=O)N1CCC(NC(=O)C2CCCN(S(=O)(=O)c3ccc4c(c3)oc(=O)n4C)C2)CC1 (stereo not given)	3	-7	-3	1	2	1	0	-2	1559	1
COc1ccc(-c2nn(-c3ccccc3)cc2/C=N/NC(=O)c2cccc(S(=O)(=O)Nc3ccccc3OC)c2)cc1	-4	2	-3	1	1	1	-2	0	1395	1
CN(c1c[nH]c(=O)[nH]c1=O)C1CCCCC1	-4	27	-1	1.1	-6	1	1	-3	1552	-2
CC(NC(=O)c1cccc(C(F)(F)F)c1)C1CCCO1 (stereo not given)	-6	-4	-2	1	-1	1.1	-1	2	1489	5
Cc1cc(=S)[nH]c2ccccc12	-2	-7	-5	0.9	13	1	18	13	1516	7
COc1cc([N+](=O)[O-])c(C(=O)N2CCOCC2)c([N+](=O)[O-])c1	-2	-5	-1	0.5	45	1	-4	-9	1498	3
O=C(COc1ccccc1)N(Cc1ccco1)C1CCS(=O)(=O)C1 (stereo not given)	-6	-9	-2	1	1	1.1	-4	-3	1473	4
Cc1cc(-c2nnc(-c3cc4ccccc4oc3=O)o2)c(C)n1-c1ccccc1	-1	14	-6	0.9	11	1	2	0	1817	8
O=C(CN1CCCC1)Nc1ccccc1Sc1ccccc1	0	-2	-1	1	1	1	0	5	1714	-2
O=S(=O)(Cc1cc(Sc2ccc(Cl)cc2)nc(-c2ccccc2)n1)c1ccccc1	-2	-11	0	0.2	·	1	-1	3	1538	6
Cc1ccc(C(=O)Nc2ccc3c(c2)OCO3)cc1NC(=O)c1ccco1	-4	-10	-4	1.1	-8	1	6	3	1571	-1
O=[N+]([O-])c1ccc(-c2csc(NN=C3CCCC3)n2)cc1	-3	-8	0	0.8	17	1	7	9	1633	7
Cn1c(COc2ccc3ccccc3c2)nnc1SCC(N)=O	-9	-17	-4	0.9	12	1.1	-5	10	1640	6
CN(C)S(=O)(=O)c1ccc2oc(SCC(N)=O)nc2c1	-3	-7	-1	0.9	9	1	7	-2	1477	10
CCN(CC)S(=O)(=O)c1ccc(NC(=O)C2CCCN(C(=O)c3ccc(Cl)cc3)C2)cc1 (stereo not given)	-4	2	-4	1	-4	1	-2	7	1431	5
CCc1ccc(/C=C2\SC(=S)N(CCC(=O)Nc3cc(C)on3)C2=O)cc1	-2	-6	-3	1	3	1	1	-1	1555	5
CC1(C)NC(=O)N(CC(O)COc2ccccc2[N+](=O)[O-])C1=O (stereo not given)	-4	-21	1	0.9	8	1	-1	6	1526	-4
Cc1nc(NCc2ccccc2)c(C(N)=O)c2c1COC(C)(C)C2	-6	-8	-1	1	1	1.1	-9	-6	1429	2
CC(=O)N(C1=C(N)C(=O)c2ccccc2C1=O)C(C)C	8	-1	1	0.9	5	0.9	-2	7	1568	2
CN1CCC2(CC1)Nc1nc(SCc3ccc(Cl)cc3)nn1C1=C2CN(C)CC1	-3	-10	-4	1.1	-7	1	-6	4	1572	0
CN(C)c1nc2c(c(N)nn2-c2ccc(Cl)cc2)c(=O)o1	-3	-12	1	0.9	11	1	-3	-9	1555	-11
CCS(=O)(=O)C1=NSC2=NC(=O)/C(=C\c3cc(C)n(-c4cccc(OC)c4)c3C)C(=N)N21	2	-7	-6	1	1	1	1	6	1669	3
CCOC(=O)N1CCN(C(=O)CSc2nc3c(c(=O)n2-c2ccccc2OC)SCC3)CC1	2	-4	1	1	0	1	-3	8	1369	6
Cn1c(NN)nc2sc3c(c2c1=O)CCC3	-1	6	-3	1.1	-6	1	2	8	1690	3
O=C(COc1ccc(Cl)cc1)N1CCN(c2ccc([N+](=O)[O-])c(N3CCCCC3)c2)CC1	5	0	5	0.8	18	1	1	-1	1586	-4
CCOC(=O)C1CCN(C(=O)CN(Cc2ccccc2)S(C)(=O)=O)CC1	-4	-11	-7	1	3	1	2	4	1405	3
COc1ccccc1C(=O)N(Cc1nc(-c2ccc(Cl)cc2)no1)C(C)C	-11	-16	-6	1	2	1.1	14	1	1780	9
Cc1nn(-c2ccccc2)c(C)c1/C=N/NC(=O)CSc1nc2ccccc2c(=O)n1-c1ccc(Br)cc1	-1	-5	1	1	-1	1	6	8	1565	9
CN(C)S(=O)(=O)c1ccc2c(c1)nc1n2CCC1	-2	-9	-5	1	3	1	-3	-3	1437	2
COc1cc(C(=O)OCC(=O)Nc2ccc3c(c2)OC(F)(F)O3)ccc1OCc1c(C)noc1C	-3	-10	2	1.3	-33	1	1	0	1580	6
COCCCNC(=O)c1ccc2c(c1)ncn2-c1ccccc1OC	-6	-1	5	1	4	1.1	-2	1	1402	6
Cc1ccc([N+](=O)[O-])cc1NC(=O)CCCOc1ccccc1	-1	-7	-3	0.9	6	1	-1	5	1493	0
Clc1ccc(CSc2nncn2-c2ccccn2)cc1	-4	-11	-3	0.9	8	1	4	3	1615	-3
COc1ccc(F)cc1S(=O)(=O)N1CCC(C(N)=O)CC1	-2	-1	0	1	-5	1	7	0	1454	1
CCN1CCN(C(=S)Nc2ccc(C(C)=O)cc2)CC1	-5	-10	1	1.1	-8	1.1	4	11	1352	0
COc1cc(OC)c(OC)cc1CNC1CCCCCC1	-5	-11	3	1	4	1.1	11	-1	1755	-4
Cc1cc(O)c(-c2n[nH]c3c2C(c2cccc(O)c2)N(Cc2cccnc2)C3=O)cc1Cl (stereo not given)	-1	-13	-1	1	-4	1	-3	7	1485	-3

Reformatted in markdown: 3 of the compounds above.
| SMILES | TNAP inh hi DEA | TNAP inh noacc | Efa HMGR inh | bIAP act | bIAP inhibitor | TNAP act hiacc | PPARg SRC3 recr | PPARg SRC-1 ag | SRC2 TRFRET art | PPARg SRC-2 ag |
| --- | --- | --- | --- | --- | --- | --- | --- | --- | --- | --- |
| CCOC(=O)N1CCN(C(=O)CSc2nc3c(c(=O)n2-c2ccccc2OC)SCC3)CC1 | 2 | -4 | 1 | 1 | 0 | 1 | -3 | 8 | 1369 | 6 |
| Cn1c(NN)nc2sc3c(c2c1=O)CCC3 | -1 | 6 | -3 | 1.1 | -6 | 1 | 2 | 8 | 1690 | 3 |
| O=C(COc1ccc(Cl)cc1)N1CCN(c2ccc([N+](=O)[O-])c(N3CCCCC3)c2)CC1 | 5 | 0 | 5 | 0.8 | 18 | 1 | 1 | -1 | 1586 | -4 |

6 entries from above, with two lines to a compound.
Fields – TNAP inh hi DEA | TNAP inh noacc | Efa HMGR inh | bIAP act | bIAP inhibitor | TNAP act hiacc | PPARg SRC3 recr | PPARg SRC-1 ag | SRC2 TRFRET art | PPARg SRC-2 ag
> COCCCNC(=O)c1ccc2c(c1)ncn2-c1ccccc1OC
    -6 | -1 | 5 | 1 | 4 | 1.1 | -2 | 1 | 1402 | 6
> CCS(=O)(=O)C1=NSC2=NC(=O)/C(=C\c3cc(C)n(-c4cccc(OC)c4)c3C)C(=N)N21
    2 | -7 | -6 | 1 | 1 | 1 | 1 | 6 | 1669 | 3
> COc1cc(OC)c(OC)cc1CNC1CCCCCC1
    -5 | -11 | 3 | 1 | 4 | 1.1 | 11 | -1 | 1755 | -4
> O=C(COc1ccc(Cl)cc1)N1CCN(c2ccc([N+](=O)[O-])c(N3CCCCC3)c2)CC1
    5 | 0 | 5 | 0.8 | 18 | 1 | 1 | -1 | 1586 | -4
> COc1ccc(F)cc1S(=O)(=O)N1CCC(C(N)=O)CC1
    -2 | -1 | 0 | 1 | -5 | 1 | 7 | 0 | 1454 | 1
> Cc1ccc([N+](=O)[O-])cc1NC(=O)CCCOc1ccccc1
    -1 | -7 | -3 | 0.9 | 6 | 1 | -1 | 5 | 1493 | 0

Remaining list, next part.
SMILES	TNAP inh hi DEA	TNAP inh noacc	Efa HMGR inh	bIAP act	bIAP inhibitor	TNAP act hiacc	PPARg SRC3 recr	PPARg SRC-1 ag	SRC2 TRFRET art	PPARg SRC-2 ag
COC(=O)c1sccc1NC(=O)C1CC2CCC1C2 (stereo not given)	-6	-15	0	0.9	15	1.1	-9	2	1535	7
CNS(=O)(=O)c1cc(C(=O)NCc2ccco2)ccc1Cl	-9	-13	-3	0.8	17	1.1	2	5	1587	9
COc1ccc(-c2csc(/C(C#N)=C(\O)CSc3nccn3C)n2)cc1OC	1	-3	-1	1.1	-6	1	-3	-7	1605	-3
Cc1cccc(N(C)S(=O)(=O)c2ccc3c(c2)NC(=O)CC(=O)N3)c1	1	-2	-1	1	-3	1	6	6	1745	12
O=C(COC(=O)c1cc(Cl)ccc1[N+](=O)[O-])NCc1ccc(Cl)cc1Cl	-5	8	-2	1.2	-16	1.1	13	0	1608	3
CCOc1ccc(C(=O)NCC(=O)Nc2ccc(N3CCOCC3)cc2)cc1OCC	-2	-19	-7	1.2	-18	1	-3	7	1535	-8
OCCNc1nc(-c2ccccc2)c2ccccc2n1	-3	-7	-1	1	2	1	23	5	1500	4
O=C1c2cccc(OCC(=O)N3CCCc4ccccc43)c2CCN1Cc1ccc(F)cc1	-8	-6	-4	1	3	1.1	3	6	1905	17
CCCCC(O)(CCN1CCOCC1)c1ccc(Cl)cc1 (stereo not given)	-7	-14	-4	1	-3	1.1	-2	-2	1379	3
CCN(CC)c1ccc(/C=N/N=C(c2ccccc2)c2ccccc2)c(O)c1	10	23	6	1.1	-5	0.9	1	9	1606	7
CCOC(=O)CC(N)c1ccc2c(c1)OCO2 (stereo not given)	0	-7	3	1	3	1	-2	7	1450	1
CCOc1ccc(C(CC(=O)O)NC(=O)COc2ccccc2)cc1 (stereo not given)	2	-5	-9	1.1	-6	1	-6	0	1507	8
COc1ccccc1-c1nnc(NC(=O)c2ccc3c(c2)OCO3)s1	-5	-10	-3	1	-4	1	1	-6	1399	0
O=C1CCC2c3ccc4ccccc4c3CCN12 (stereo not given)	-2	-7	-12	0.9	7	1	5	3	1473	6
CC(=O)NCCn1c(SCC(=O)Nc2ccc(C)cc2)nc2ccccc2c1=O	-1	-6	-4	1	3	1	1	8	1538	9
N#CCC(=O)Nc1nc(-c2ccc3c(c2)OCCO3)cs1	-4	-8	-1	1.1	-6	1	8	3	1496	3
COC(=O)CSc1n[nH]c(=S)s1	-2	-8	-2	1	2	1	9	4	1429	18
